Screens (PubChem)
TIM10 inh: growth inhibitors of isogenic TIM10 control yeast, primary screen, counter-screen for tim10-1 yeast inhibitor project, luminescence, uHTS; inhibition, % at 10 µM; 1.4% of 330,000 active; S. cerevisiae TIM10 strain growth, BacTiter-Glo luminescence, 24 h;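 active = inhibition of 40% or more at the single tested concentration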;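 also: wild-type TIM10 isogenic control strain grown at permissive 25 °C; 0% = DMSO yeast wells and 100% = minimal medium wells without yeast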
hIAP activ: human IAP activators, primary screen, biochemical, luminescence, uHTS; purified human IAP, CDP-Star luminescence, 30 min; stronger effect = higher value; 1 = vehicle-only enzyme, 0 = enzyme-free background; AID 2524, 2010; activation factor at 10 µM; 0.16% of 330,000 active;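 active = activation factor of the enzyme at least 2-fold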; also: the source names both 10 and 20 µM as test concentration; values of inactives mirror those of a sister screen read the other way
Target sequence (P09923 whole entry, looked up): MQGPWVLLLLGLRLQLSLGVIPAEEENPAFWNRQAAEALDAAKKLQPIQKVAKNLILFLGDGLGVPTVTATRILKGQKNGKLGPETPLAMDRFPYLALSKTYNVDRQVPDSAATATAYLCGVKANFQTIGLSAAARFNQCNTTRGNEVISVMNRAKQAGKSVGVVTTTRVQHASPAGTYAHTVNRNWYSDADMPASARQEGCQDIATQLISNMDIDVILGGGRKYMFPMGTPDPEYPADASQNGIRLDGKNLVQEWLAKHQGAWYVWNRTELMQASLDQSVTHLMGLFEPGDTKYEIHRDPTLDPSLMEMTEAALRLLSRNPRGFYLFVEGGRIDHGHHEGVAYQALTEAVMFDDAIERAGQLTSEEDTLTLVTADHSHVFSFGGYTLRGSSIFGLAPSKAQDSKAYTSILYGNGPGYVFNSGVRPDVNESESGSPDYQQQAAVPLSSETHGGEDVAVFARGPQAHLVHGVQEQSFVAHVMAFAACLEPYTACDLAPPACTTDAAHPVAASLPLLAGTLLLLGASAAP
mIAP activ: activators of mouse IAP, primary screen, biochemical, luminescence, uHTS | intestinal alkaline phosphatase [Mus musculus] | muIAP, CDP-Star luminescence, 30 min; stronger effect = higher value; 1 = vehicle-only enzyme signal, 0 = enzyme-free wells | activation factor at 10 µM | 0.24% of 330,000 active | AID 2805, 2010;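 active = activation factor of at least 2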; also: the source names both 10 and 20 µM as test concentration; values of inactives mirror those of a sister screen read the other way
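Assay system: mouse IAP enzyme / Compound: DMSO-dissolved test compounds / Timing: 30 min, room temperature / Measured by: luminescence from enzymatic CDP-Star hydrolysis / Control set: DMSO-only wells, enzyme-free buffer wells as negative control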
tim10-1 inh: growth inhibitors of tim10-1 mutant yeast, primary screen, luminescence, uHTS; S. cerevisiae tim10-1 ts strain growth, BacTiter-Glo, 24 h; inhibition, % at 20 µM; 2.2% of 330,000 active; AID 463190, 2010;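 active = inhibition of at least 40%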;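 also: mutant grown at 25 °C; 0% = DMSO wells with yeast and 100% = wells holding no yeast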
NLRP3 yeast inh: NALP3 inflammasome inhibitors in reconstituted yeast, primary screen, luminescence, uHTS; Yeast reconstituted NLRP3/ASC/caspase-1, beta-gal luminescence, 24 h; inhibition, % at 10 µM; 0.39% of 330,000 active;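 active = inhibition of 50% or more; inactive = inhibition below 50%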;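 also: plate controls were induced DMSO wells for no effect and uninduced yeast grown without galactose for full effect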
mIAP block: inhibitors of mouse IAP, primary screen, biochemical, luminescence, uHTS; intestinal alkaline phosphatase [Mus musculus]; purified mouse IAP, CDP-Star luminescence, 30 min; inhibition, % at 10 µM; 0.2% of 330,000 active; AID 2806, 2010;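 active = inhibition of at least 40% at 10 µM in the primary screen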;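 also: plate controls were DMSO with enzyme for no effect and no enzyme wells for full effect; values of inactives mirror those of a sister screen read the other way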
ATG4B inh: ATG4B protease inhibitors, primary screen, biochemical, fluorescence, uHTS; ATG4B cleavage of LC3-PLA2, NBD-HPC fluorescence, 1 h; AID 504462, 2011; 0.51% of 340,000 active; Cysteine protease ATG4B (Homo sapiens), Q9Y4P1; inhibition, % at 8.33 µM; in the data active = inhibition above about 40%
Target sequence (Q9Y4P1 whole entry, looked up): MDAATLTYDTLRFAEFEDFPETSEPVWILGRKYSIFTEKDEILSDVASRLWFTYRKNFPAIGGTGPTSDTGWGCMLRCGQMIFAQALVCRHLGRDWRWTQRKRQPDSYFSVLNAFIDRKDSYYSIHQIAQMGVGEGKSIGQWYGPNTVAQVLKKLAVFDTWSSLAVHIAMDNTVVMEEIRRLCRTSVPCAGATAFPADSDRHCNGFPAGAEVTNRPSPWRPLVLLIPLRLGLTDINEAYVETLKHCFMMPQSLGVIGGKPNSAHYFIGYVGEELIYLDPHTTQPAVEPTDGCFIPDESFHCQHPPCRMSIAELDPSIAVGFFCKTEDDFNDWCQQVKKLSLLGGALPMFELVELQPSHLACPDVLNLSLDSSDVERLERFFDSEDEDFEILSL
Apaf1 inhib: inhibitors of human Apaf-1 apoptosome, primary screen, biochemical, DEVD-Rh110 fluorescence, uHTS | Apoptotic protease-activating factor 1 (Homo sapiens), O14727 | reconstituted apoptosome caspase-3 activity | inhibition, % at 20 µM | 0.71% of 330,000 active | AID 489030, 2010; active = inhibition of at least 40% at 20 µM;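 also: plate controls were DMSO wells for no effect and DEVD-CHO caspase inhibitor wells for full effect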
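System – cell-free apoptosome with Apaf-1, procaspase-3 and caspase-9 · Buffer or medium – pH 7.5 Hepes buffer with CHAPS, BSA, DTT · Also added – cytochrome c with DEVD-Rh110 · Times – 30 min compound preincubation, 50 min activation, room temperature · Technique – Rh110 fluorescence intensity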
hIAP block: human IAP inhibitors, primary screen, biochemical, luminescence, uHTS; Intestinal-type alkaline phosphatase (Homo sapiens), P09923; purified IAP, CDP-Star luminescence, 30 min; inhibition, % at 10 µM; 0.12% of 330,000 active;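 active = inhibition reaching a set limit with compound at 10 µM in the primary screen, cut at about 35% in these data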;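 also: plate controls were DMSO wells with enzyme for no effect and no-enzyme buffer wells for full effect; values of inactives mirror those of a sister screen read the other way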
* marks the source's active call; other numbers are inactive results; . = not tested or not shown. Random draw from the library, and some 4.5% of all compounds hit somewhere here.

Results follow in this order: ATG4B inh | hIAP block | tim10-1 inh | mIAP block | Apaf1 inhib | NLRP3 yeast inh | hIAP activ | TIM10 inh | mIAP activ
> Cc1cccc(NCc2ccc([N+](=O)[O-])s2)c1
  5 | 14 | 21 | -9 | 6 | 13 | 0.85 | 26 | 1.1
> O=C(NNC(=O)c1cc([N+](=O)[O-])ccc1Cl)c1cccnc1
  2 | 9 | -6 | -1 | -11 | 9 | 0.91 | 4 | 1
> CCC(C)(C)NC(=O)CN(C(=O)CNS(=O)(=O)c1ccc(F)cc1)c1ccc2c(c1)OCCO2
  -8 | -26 | 7 | -8 | 10 | 21 | 1.3 | -12 | 1.1
> Nc1c(Cl)c(Cl)nc(C(=O)OCC(=O)NCc2ccccc2)c1Cl
  1 | -2 | 7 | 5 | -1 | 2 | 1 | -24 | 0.95
> O=C(Nc1ccon1)c1ccccc1F
  -2 | 9 | 1 | 10 | -9 | -13 | 0.91 | 5 | 0.9
> CCOC(=O)N1CCC(NC(=O)c2cnn3c(C(F)(F)F)cc(-c4cccc(OC)c4)nc23)CC1
  4 | 3 | 1 | 3 | -2 | -4 | 0.97 | -13 | 0.97
> COc1ccc(CCNC(=O)C(=O)NCc2ccc(Cl)cc2)cc1OC
  -9 | -8 | -4 | 3 | 1 | 9 | 1.1 | -18 | 0.97
> CCCCn1c(N)c(N(CC(C)C)C(=O)c2cc(-c3ccc(OC)c(OC)c3)nc3ccccc23)c(=O)[nH]c1=O
  3 | -27 | 13 | -9 | 7 | 10 | 1.3 | 14 | 1.1
> COc1ccc(NC(=O)c2cc(-c3ccncc3)nc3ccccc23)c(OC)c1
  -6 | 16 | 8 | 10 | 15 | 19 | 0.84 | 9 | 0.9
> COc1cc(OC)c(NC(=O)c2ccco2)cc1Cl
  3 | 11 | 5 | -2 | 1 | 21 | 0.89 | 1 | 1
> CN(CC(=O)Nc1cccc(F)c1)C(=O)CNC(=O)Cc1cccc2ccccc12
  -14 | 4 | -7 | 6 | -4 | 27 | 0.96 | -9 | 0.94
> O=C1Nc2ccccc2/C1=N/c1sc2c(c1C(=O)NCCc1ccccc1)CCCC2
  -4 | 5 | 23 | 14 | 21 | 10 | 0.95 | 5 | 0.86
> O=c1[nH]c2ccccc2c2oc(CCl)nc12
  2 | 16 | 21 | 0 | -21 | 0 | 0.84 | 30 | 1
> CCCNC(=O)OC[C@H]1O[C@H](CCO/N=C(\C)CCN2CCc3nc(-c4ccccc4)c(-c4ccccc4)cc3C2)C=C[C@@H]1Oc1ccc(OC)cc1
  . | -14 | 17 | 3 | 53* | 12 | 1.1 | 8 | 0.97
> COC(=O)c1ccc(OCC(=O)NC2CCCCCC2)cc1
  -5 | 0 | 26 | -1 | 11 | 25 | 1 | 11 | 1
> CCOC(=O)C1=C(C)C(c2ccccc2OC)NC(=O)N1 (stereo not given)
  -1 | -16 | 12 | -23 | 6 | -7 | 1.2 | 2 | 1.2
> COc1cc(CNc2ncn[nH]2)ccc1OCc1ccccc1C
  -9 | -21 | 16 | -3 | -24 | 18 | 1.2 | 5 | 1
> O=C(O)CSc1nc(-c2ccccc2)nc2c1oc1ccccc12
  -2 | 3 | 17 | 1 | 17 | 17 | 0.97 | 6 | 0.99
> C[C@H](CO)N1C[C@H](C)[C@@H](CN(C)C(=O)Nc2ccc(C(F)(F)F)cc2)Oc2ccc(NC(=O)Nc3ccc(C(F)(F)F)cc3)cc2C1=O
  -8 | -9 | -6 | -50 | 0 | -1 | 1.1 | -1 | 1.5
> CC(=O)O[C@H]1C[C@@H]2CC[C@@H]3[C@H](CC[C@@]4(C)[C@H]3C[C@H]([N+]3(C)CCCCC3)[C@@H]4OC(C)=O)[C@@]2(C)C[C@@H]1[N+]1(C)CCCCC1
  -2 | 12 | -7 | -12 | 9 | 2 | 0.88 | 1 | 1.1
> O=C1NCCCc2c1oc1cc(Br)c(O)c(Br)c21
  -3 | 2 | 5 | 0 | -1 | 14 | 0.97 | -17 | 1
> CC(=O)Nc1ccc(C(=O)NN2C(=O)c3ccccc3C2=O)cc1
  7 | -1 | 6 | 8 | -12 | 11 | 1 | -9 | 0.92
> Cc1c(C)c2ccc(OCC(=O)N3CC[C@@]4(O)CCCC[C@H]4C3)c(C)c2oc1=O
  -11 | 3 | 22 | -3 | 1 | 9 | 0.97 | 5 | 1
> COc1ccc(-c2cc(C(=O)N/N=C/c3cccnc3)c3ccccc3n2)cc1
  -14 | -29 | 27 | -2 | 14 | 13 | 1.3 | 5 | 1
> CC(=O)C(Cc1ccc(Cl)nc1)(Cc1ccc(Cl)nc1)C(C)=O
  -26 | 3 | 9 | -14 | -13 | 7 | 0.97 | 13 | 1.1
> COc1ccc(/C=C/C(=O)NCC(=O)N/N=C/c2cccs2)cc1
  2 | 0 | -9 | 6 | 4 | 3 | 1 | -6 | 0.94
> N#CC1=C(N)NC(SCC(=O)Nc2ccccc2)=C(C#N)C12CCCCC2
  2 | 5 | 19 | 8 | -1 | 9 | 0.95 | -1 | 0.92
> CC(=O)c1cc(-c2ccc(F)cc2)n(CCC(=O)Nc2cc(C)[nH]n2)c1C
  3 | 14 | 1 | 2 | -2 | 23 | 0.86 | -9 | 0.98
> NC(=O)c1ccc(NC(=O)COC(=O)C2CCN(S(=O)(=O)c3cccs3)CC2)cc1
  -10 | 11 | -9 | -1 | -13 | 26 | 0.89 | -2 | 1
> O=C(NC(=S)Nc1ccc(-c2ccc(CO)o2)cc1)c1cccs1
  7 | 18 | 13 | 21 | 9 | 21 | 0.82 | 26 | 0.79
> COC(=O)[C@H](Cc1ccccc1)[C@@H](C)OS(N)(=O)=O
  7 | -10 | -20 | -13 | 5 | 4 | 1.1 | 3 | 1.1
> CN1C(=O)C(C)(C)c2cc(S(=O)(=O)NCC3CCC(C(=O)NC4CCCCC4)CC3)ccc21 (stereo not given)
  -12 | 6 | 5 | 0 | -4 | 2 | 0.94 | -4 | 1
> Cc1ccc(NC(=O)CNc2cccc(S(=O)(=O)N3CCCC3)c2)cc1F
  -6 | -27 | 6 | -19 | 18 | 14 | 1.3 | 11 | 1.2
> CC(=O)c1cccc(NC(=O)NN2CCN(C)CC2)c1
  0 | 5 | -17 | 4 | 1 | 10 | 0.95 | 0 | 0.96
> Cc1nc2cc(-c3ccccc3)sc2c(=O)n1N
  -3 | 7 | 36 | -10 | 10 | 13 | 0.93 | 33 | 1.1
> CCOc1ccc(OCC)c(NC(=O)C2CCCN2S(=O)(=O)c2cccc3cccnc23)c1 (stereo not given)
  0 | -4 | 39 | 17 | 12 | 3 | 1 | 17 | 0.83
> Cc1noc(C(=O)N2CC3(C)CC2CC(C)(C)C3)c1Cl (stereo not given)
  -8 | -6 | 14 | -3 | 8 | 18 | 1.1 | -1 | 1
> Nc1c2c(nc3ccccc13)CCC2
  0 | -1 | 0 | -2 | -3 | -10 | 1 | 6 | 1
> Cc1ccc(NC(=O)c2ccc(CSc3nnc(C)s3)cc2)cc1
  -1 | 17 | -2 | 1 | -7 | -2 | 0.83 | 7 | 0.99
> COc1ccc(-c2nc3ccccc3s2)cc1O
  -7 | -7 | 26 | 10 | 9 | 73* | 1.1 | 47* | 0.91

Looked up above.
mIAP block with `O=C(NC(=S)Nc1ccc(-c2ccc(CO)o2)cc1)c1cccs1` → 21
Apaf1 inhib with `NC(=O)c1ccc(NC(=O)COC(=O)C2CCN(S(=O)(=O)c3cccs3)CC2)cc1` → -13
Apaf1 inhib with `O=C1NCCCc2c1oc1cc(Br)c(O)c(Br)c21` → -1
ATG4B inh with `CC(=O)c1cccc(NC(=O)NN2CCN(C)CC2)c1` → 0
hIAP block with `Cc1noc(C(=O)N2CC3(C)CC2CC(C)(C)C3)c1Cl` (stereo not given) → -6
mIAP block with `Cc1ccc(NC(=O)CNc2cccc(S(=O)(=O)N3CCCC3)c2)cc1F` → -19

Arranged by molecular weight (ascending): six of the compounds above
Results follow in this order: ATG4B inh | hIAP block | tim10-1 inh | mIAP block | Apaf1 inhib | NLRP3 yeast inh | hIAP activ | TIM10 inh | mIAP activ
> COc1ccc(-c2nc3ccccc3s2)cc1O
  -7 | -7 | 26 | 10 | 9 | 73* | 1.1 | 47* | 0.91
> COC(=O)[C@H](Cc1ccccc1)[C@@H](C)OS(N)(=O)=O
  7 | -10 | -20 | -13 | 5 | 4 | 1.1 | 3 | 1.1
> O=C(NC(=S)Nc1ccc(-c2ccc(CO)o2)cc1)c1cccs1
  7 | 18 | 13 | 21 | 9 | 21 | 0.82 | 26 | 0.79
> CC(=O)c1cc(-c2ccc(F)cc2)n(CCC(=O)Nc2cc(C)[nH]n2)c1C
  3 | 14 | 1 | 2 | -2 | 23 | 0.86 | -9 | 0.98
> COc1ccc(-c2cc(C(=O)N/N=C/c3cccnc3)c3ccccc3n2)cc1
  -14 | -29 | 27 | -2 | 14 | 13 | 1.3 | 5 | 1
> CN1C(=O)C(C)(C)c2cc(S(=O)(=O)NCC3CCC(C(=O)NC4CCCCC4)CC3)ccc21 (stereo not given)
  -12 | 6 | 5 | 0 | -4 | 2 | 0.94 | -4 | 1

The listing picks up with the two entries that preceded the break.
Results follow in this order: ATG4B inh | hIAP block | tim10-1 inh | mIAP block | Apaf1 inhib | NLRP3 yeast inh | hIAP activ | TIM10 inh | mIAP activ
> Cc1ccc(NC(=O)c2ccc(CSc3nnc(C)s3)cc2)cc1
  -1 | 17 | -2 | 1 | -7 | -2 | 0.83 | 7 | 0.99
> COc1ccc(-c2nc3ccccc3s2)cc1O
  -7 | -7 | 26 | 10 | 9 | 73* | 1.1 | 47* | 0.91
> COc1cc(NC(=O)C/C(C)=N/NC(=O)C2CCCCC2)c(OC)cc1Cl
  5 | -2 | 5 | 4 | 4 | 19 | 1 | 16 | 0.96
> C[N+]1=C(/C=C/Nc2ccccc2Cl)C(C)(C)c2ccccc21
  9 | 1 | 0 | -1 | 1 | 6 | 0.99 | 0 | 1
> O=C(O)c1cn(-c2ccccc2)c(=O)c2ccccc12
  2 | 5 | -7 | -3 | 8 | 7 | 0.95 | 15 | 1
> CCOCC(=O)Nc1cc(-c2cn3cccnc3n2)ccc1C
  3 | 11 | 7 | 5 | -18 | 5 | 0.89 | 5 | 0.95
> COc1ccc(-c2oc3ccccc3c(=O)c2OC(=O)c2ccc(C)cc2)cc1
  4 | 14 | -8 | -4 | 15 | 2 | 0.86 | -9 | 1
> CCC(Oc1ccccc1)C(=O)N1CCN(c2ccccn2)CC1 (stereo not given)
  -3 | 3 | 8 | 0 | 7 | 15 | 0.97 | 4 | 1
> COC(=O)c1ccccc1NC(=O)n1cc(C)cn1
  -10 | -8 | 14 | -2 | -3 | 4 | 1.1 | -3 | 1
> COc1ccc(C(=O)NC2CCN(C(=S)Nc3cc(C)cc(C)c3)CC2)cc1
  -8 | 4 | 5 | 2 | 1 | 8 | 0.96 | 2 | 0.98
